Screening results as filed in PubChem BioAssay.
LGR2 inh – blocks bursicon-induced cAMP signaling via Drosophila LGR2; actives 0.35% (n = 380,000); HEK293 LGR2, CRE-luciferase, bursicon-stimulated, 4 h; inhibition, % at 9.99 µM;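 active = drop in luminescence signal, shown as inhibition above about 50% in the replicate tests, limit read from the data, passing the limit was not always enough; inconclusive = probably only some replicates passing the limit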;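 note: agonist challenge used bursicon conditioned medium at about half maximal strength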
EWS-Fli block – inhibitors of EWS/Fli oncoprotein transcriptional activity. A673 NR0B1-luciferase reporter, viability-normalised. actives 0.67% (n = 350,000). inhibition, % at 12.6 µM;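 active = mean inhibition of at least 50% after viability correction, with every replicate also passing that limit; inconclusive = mean reaches 50% but only one of two replicates passes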;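 note: firefly luciferase signal divided by Alamar Blue viability fluorescence both relative to DMSO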
ARNT TACC3 PPI – disrupts binding between human ARNT and TACC3 | Q9Y6A5 | AlphaScreen His-ARNT PAS-B/GST-TACC3 binding, luminescence; TACC3 fragment carries E629A point mutation | inhibition, % at 9.99 µM | actives 0.66% (n = 390,000) | AID 623870;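 active = mean inhibition of replicates at least 50% and at least half of replicates each reaching 50%; inconclusive = half or more replicates reach 50% but mean below 50%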;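 note: 0% = complete ARNT plus TACC3 wells and 100% = ARNT alone without TACC3; many hits fall short of the cut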
DENV2 CPE rescue – DENV2-induced cell death inhibition | CPE inhibition, % at 9.99 µM | DENV2-infected cells, cytopathic effect rescue, plate reader | AID 651640 | actives 1.7% (n = 350,000); in the data active = CPE inhibition above about 20%, passing the limit was not always enough; inconclusive = no clear call, values can overlap the other calls; tested in BHK-21 cells;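 note: 0% = median of neutral control wells and 100% = median of positive control wells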
PAX8 reporter – lowers PAX8-driven luciferase in RMG-I cells; RMG-I TPO-luciferase reporter, SteadyGlo, 24 h; inhibition, % at 12.6 µM; actives 1.2% (n = 360,000); AID 652154;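 active = mean replicate inhibition at least 60% with every replicate also reaching 60%; inconclusive = only one of the two criteria is met; inactive = mean below 60% and not all replicates reaching 60%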;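 note: luciferase light reporting Pax8 driven TPO promoter activity; plate controls were median of neutral control wells for no effect and mitoxantrone controls for full effect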
Casp6 inh – caspase-6 (human) enzyme inhibition. AID 686996. purified caspase-6, Z-VEID-R110 cleavage fluorescence. P55212. actives 0.53% (n = 350,000). inhibition, % at 12.5 µM;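 active = mean inhibition across replicates at least about 35%, with every replicate also reaching that limit, limit read from the data; inconclusive = only one of the two criteria met; inactive = neither criterion met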;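 note: 0% = median of neutral control wells and 100% = no fluorescence left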
Target sequence (P55212 24-179 limits assumed): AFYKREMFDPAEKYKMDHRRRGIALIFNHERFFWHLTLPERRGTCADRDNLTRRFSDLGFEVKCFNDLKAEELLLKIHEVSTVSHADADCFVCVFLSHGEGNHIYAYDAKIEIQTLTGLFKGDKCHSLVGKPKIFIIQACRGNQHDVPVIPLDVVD
Target sequence (P55212 194-293 limits assumed): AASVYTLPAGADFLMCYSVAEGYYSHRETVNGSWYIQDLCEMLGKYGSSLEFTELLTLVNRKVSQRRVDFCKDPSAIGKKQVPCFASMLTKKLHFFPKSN
SIRT5 inh – inhibitors of human sirtuin-5 desuccinylase; Purified SirT5, succinyl-peptide AMC, trypsin-coupled fluorescence; inhibition, % at 15 µM; actives 1.1% (n = 330,000); AID 652115; in the data active = inhibition above about 15%; inconclusive = no clear call, values can overlap the other calls
Target sequence (Q9NXA8 whole entry, looked up): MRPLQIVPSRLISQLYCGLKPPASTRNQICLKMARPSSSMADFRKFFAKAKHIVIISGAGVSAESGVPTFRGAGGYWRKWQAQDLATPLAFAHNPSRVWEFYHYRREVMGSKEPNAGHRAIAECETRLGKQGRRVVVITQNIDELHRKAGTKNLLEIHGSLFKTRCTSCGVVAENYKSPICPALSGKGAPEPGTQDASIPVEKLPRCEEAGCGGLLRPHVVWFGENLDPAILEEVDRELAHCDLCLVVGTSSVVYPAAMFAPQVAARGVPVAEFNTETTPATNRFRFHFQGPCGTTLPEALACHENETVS
* = called active by the depositor; ? = inconclusive; . = no result given.

SMILES	LGR2 inh	EWS-Fli block	ARNT TACC3 PPI	DENV2 CPE rescue	PAX8 reporter	Casp6 inh	SIRT5 inh
O=S(=O)(c1ccccc1)N1CCCCN2[C@H](CO)[C@H](c3ccc(C#Cc4ccccc4)cc3)[C@H]2C1	-1	.	17	.	-1	.	.
CCc1ccc(N2C=C(C(=O)OC)C(c3ccccc3F)C(C#N)=C2N)cc1 (centres undefined)	-1	-5	.	-17	3	-2	-1
O=C(CC1SC(=Nc2ccccc2)N(Cc2ccccn2)C1=O)Nc1cccc(Cl)c1 (centres undefined)	-25	-9	.	3	-24	.	1
Cc1ccc(CN2CCC(n3nccc3NC(=O)C3CCOC3)CC2)cc1C (centres undefined)	-7	5	-12	-1	11	-5	-5
C=CCn1c(=O)/c(=C/c2ccsc2)s/c1=C(\C#N)C(=O)NCCN1CCOCC1	-15	-14	.	11	-6	-4	-1
CCC(=O)N(Cc1cc2cccc(C)c2[nH]c1=O)c1ccccc1OC	8	2	-1	7	.	-1	5
CC(C)[C@H](NC(=O)c1ccc([N+](=O)[O-])cc1Cl)C(=O)N1CCN(C/C=C/c2ccccc2)CC1	16	19	-1	-6	.	-1	0
CO[C@H]1CN(C)C(=O)c2cc(NC(C)=O)ccc2OC[C@@H](C)N(C(=O)Cc2cccnc2)C[C@H]1C	20	3	-13	-11	0	-4	-1
COC(=O)C1=C(C)N(CCc2c[nH]c3ccccc23)C(=O)/C1=C\N(C)C	6	2	5	-3	-14	8	2
N#C[C@H]1[C@H](c2ccc(C#Cc3ccccc3F)cc2)[C@@H](CO)N1C(=O)c1cccnc1	-1	24	35	-4	20	3	4
COCCNC(=O)/C(C#N)=C1\N=C(NC(=O)c2cccs2)c2ccccc21	-3	-5	-25	2	-11	-2	4
CO[C@@H]1CN(C)C(=O)c2ccc(NC(C)=O)cc2OC[C@@H](C)N(C(=O)c2ccccc2F)C[C@@H]1C	2	-5	10	.	4	.	.
COc1cccc(S(=O)(=O)N[C@@H]2CC[C@H](CCn3cc(-c4ccc(F)cc4)nn3)O[C@@H]2CO)c1	21	-1	21	3	3	-1	-1
O=C(NN1C(=O)NC2(CCCCC2)C1=O)c1cc(F)cc(F)c1	-9	0	-29	32*	-2	-1	-2
Cc1csc(NC(=O)c2ccc(OCC3CCCO3)cc2)n1 (centres undefined)	?	33	0	-2	-16	3	-6
Cc1cc(C)cc(-n2ccn(CC(=O)NCCc3ccccc3)c(=O)c2=O)c1	5	2	6	-2	-4	-2	-2
CCn1ccc(C(=O)NCCCN2CCCC2=O)n1	2	-3	-20	1	-6	-6	-2
COc1ccccc1Oc1ccc(S(=O)(=O)N2CCCCC2C)cc1 (centres undefined)	8	-10	.	-1	-4	.	7
CCc1ccc(NC(=O)CN(c2ccccc2)S(=O)(=O)N(C)C)cc1	-24	0	-1	-6	6	6	-5
COc1ccc(NC(=O)Nc2ccc3c(c2)C(=O)N([C@H](C)CO)C[C@@H](C)[C@H](CN(C)S(=O)(=O)c2ccc(F)cc2)O3)cc1	9	1	6	-21	5	.	.
CC(=O)Nc1cc(-c2cccc(F)c2)cn2c(-c3ccc(F)cc3)cnc12	7	-4	.	-1	11	1	.
Cc1ccc(CS(=O)(=O)c2nc3c(c(N(C)C)n2)CCCC3)cc1	.	-6	-1	2	37	0	5
C[C@@H]1CCCCO[C@@H](CN(C)S(C)(=O)=O)[C@@H](C)CN([C@H](C)CO)C(=O)c2cc(NS(=O)(=O)c3ccc(Cl)cc3)ccc2O1	-15	-4	1	-4	-10	3	8
CC(C)C#Cc1cnc2c(c1)C(=O)N([C@@H](C)CO)C[C@H](C)[C@@H](CN(C)Cc1ccccc1F)O2	-18	15	-3	4	.	-1	0
COCOCCn1cc(CN2CCS(=O)(=O)N(Cc3ccc(-c4ccccc4)cc3)C(C(C)C)C2=O)nn1 (centres undefined)	2	-12	.	-1	7	4	-2
New compounds follow
SMILES	LGR2 inh	EWS-Fli block	ARNT TACC3 PPI	DENV2 CPE rescue	PAX8 reporter	Casp6 inh	SIRT5 inh
Cc1cccc(NC(=O)c2sc3nc(N4CCOCC4)c4c(c3c2N)CCCC4)c1	-9	9	-3	-1	-5	-2	0
Cc1ccc(NC(=O)CCC(=O)NNC(=S)Nc2ccccc2)c(C)c1	-1	1	2	10	16	-3	0
C[C@H]1CN([C@@H](C)CO)C(=O)c2cccc(NC(=O)c3cnccn3)c2O[C@H]1CN(C)CC1CCCCC1	9	-7	-21	18	-2	4	-1
COc1ccc(CN(C)C[C@H]2Oc3c(NC(=O)NC(C)C)cccc3C(=O)N([C@H](C)CO)C[C@H]2C)cc1	-4	2	-1	1	-25	1	8
O=C(C[C@@H]1C[C@H]2c3cc(NC(=O)c4cccnc4)ccc3O[C@H]2[C@@H](CO)O1)NCCN1CCCCC1	-8	-15	-6	0	-18	-1	2
COc1ccc(C#Cc2ccc3c(c2)[C@]2(C(=O)N3)[C@H](c3ccc(O)cc3)N3[C@H](c4ccccc4)[C@H](c4ccccc4)OC(=O)[C@H]3[C@@H]2C(=O)N2CCc3cc(OC)c(OC)cc3C2)cc1	.	-3	21	-5	4	-1	-1
C[C@@H]1CCCCO[C@@H](CN(C)Cc2ccc(C(F)(F)F)cc2)[C@H](C)CN([C@H](C)CO)C(=O)c2cc(NS(=O)(=O)c3cn(C)cn3)ccc2O1	2	4	2	-5	.	-1	13
COc1cccc(-c2nn(-c3ccccc3)cc2CNC(C)Cn2cncn2)c1 (centres undefined)	6	1	.	-2	-11	5	3
CC(C)(C)c1ccc(OCC(O)CN2CCc3ccccc3C2)cc1 (centres undefined)	-3	14	.	-14	18	0	-1
O=C1Nc2ccccc2C1C(C[N+](=O)[O-])c1ccccn1 (centres undefined)	0	21	2	-2	26	4	-1
CC(=O)CCn1cnc([N+](=O)[O-])n1	.	-5	-13	8	3	-4	-4
O=C(NCCCn1ccnc1)c1nn2c(C(F)(F)F)cc(-c3ccccc3)nc2c1Cl	0	14	-1	-4	39	0	1
Cc1cc(C(=O)OCC(=O)N2CCCCCC2)ccc1[N+](=O)[O-]	13	-3	-4	0	-16	3	0
O=C(Nc1ccc2nccnc2c1)c1ccco1	2	-17	7	0	-97	1	-8
CCOc1ccc(-n2c(N)c(-c3nc4ccccc4n3C)c3nc4ccccc4nc32)cc1	6	.	0	.	-28	.	.
Cn1cnc2nc(Cl)nc(Cl)c21	2	46	-18	-1	80*	0	4
COc1ccc2c(c1OC)C(=O)N1c3ccccc3N=C(c3ccc([N+](=O)[O-])cc3)CC21 (centres undefined)	6	.	3	1	-1	5	.
COc1ccc(C#Cc2ccc3c(c2)[C@H]2[C@H](CCN2C(C)=O)[C@H](CO)N3)cc1	-2	5	-6	-14	-12	.	.
Cn1c(C=O)c(C#CC(C)(C)O)c2ccccc21	-1	2	2	-5	74*	-1	-1
CCOC(=O)C1CCCN(C(=O)c2cc3c(=O)n4ccccc4nc3s2)C1 (centres undefined)	-6	6	-3	5	.	0	-14
COc1ccc(C2=NS(=O)(=O)N(C)C(C(=O)NC(C)c3ccccc3)=C2)cc1OC (centres undefined)	-13	5	.	?	-2	-1	0
COc1ccc(-n2c(SC(C)C(=O)Nc3ccc(NC(C)=O)cc3)nc3ccccc3c2=O)cc1OC (centres undefined)	5	10	.	-3	11	2	-1
CC(=O)Nc1c(F)cc(Br)cc1F	.	5	-9	12	-12	-1	-1
CCc1ccc(Nc2cnn(C34CC5CC(CC(CC(=O)O)(C5)C3)C4)c(=O)c2Cl)cc1	.	3	9	-1	-9	1	4
COc1ccccc1C#Cc1ccc([C@H]2[C@H](CO)N3CCCCN(S(C)(=O)=O)C[C@@H]23)cc1	-7	-5	8	12	10	2	4

Profiles, quoted from the list. Order of values: LGR2 inh, EWS-Fli block, ARNT TACC3 PPI, DENV2 CPE rescue, PAX8 reporter, Casp6 inh, SIRT5 inh
Shown for O=C1Nc2ccccc2C1C(C[N+](=O)[O-])c1ccccn1 (centres undefined) : 0, 21, 2, -2, 26, 4, -1
Shown for COc1ccc(C#Cc2ccc3c(c2)[C@H]2[C@H](CCN2C(C)=O)[C@H](CO)N3)cc1 : -2, 5, -6, -14, -12, ., .
Shown for CCc1ccc(Nc2cnn(C34CC5CC(CC(CC(=O)O)(C5)C3)C4)c(=O)c2Cl)cc1 : ., 3, 9, -1, -9, 1, 4
Shown for C[C@H]1CN([C@@H](C)CO)C(=O)c2cccc(NC(=O)c3cnccn3)c2O[C@H]1CN(C)CC1CCCCC1 : 9, -7, -21, 18, -2, 4, -1

More results follow.
SMILES	LGR2 inh	EWS-Fli block	ARNT TACC3 PPI	DENV2 CPE rescue	PAX8 reporter	Casp6 inh	SIRT5 inh
Cc1ccc(OCC(=O)N2N=C(c3cccnc3)CC2(O)C(F)(F)F)cc1C (centres undefined)	7	-13	1	-8	5	-2	-11
CCN(CCO)c1nc(NCc2ccccc2)c2cnn(C)c2n1	2	-4	-2	7	11	-5	-7
CC(C)(C)[C@H]1COC(=O)CC/C=C\C[C@@H](CC(=O)N(CCO)Cc2ccccc2)C(=O)N1	7	4	-4	2	-20	-1	0
C[C@@H]1CN([C@H](C)CO)C(=O)c2cc(NC(=O)Nc3ccc(C(F)(F)F)cc3)ccc2O[C@@H]1CN(C)C(=O)Nc1ccc(C(F)(F)F)cc1	-22	-7	-7	-5	13	-2	6
CC(C)Cn1cc(F)c(=O)n(CC(C)C)c1=O	-26	0	-8	-3	-4	0	4
COc1ccc(S(=O)(=O)N2CCOC2CNC(=O)C(=O)NCc2ccccc2Cl)cc1 (centres undefined)	7	.	-5	-6	8	0	2
Cc1ccc(N2C(=O)C3CCC(C)(C2=O)C3(C)C)cc1 (centres undefined)	-7	4	-5	8	-1	-3	3
Cc1ccc(C)c(C(=O)CCC(=O)NNC(=O)Cn2nc(C)cc2C)c1	7	-4	1	-4	-3	0	-7
O=C(O)CC/C(=N\NC(=O)c1ccc(F)cc1)c1ccc(Br)cc1	-3	-4	-8	3	-18	-2	-4
O=C(CCc1nc(-c2ccc(Cl)cc2)no1)NCC1CCCO1 (centres undefined)	-42	5	0	4	1	4	-9
COc1c2c(c(CCC(=O)O)c3c1C=CC(C)(C)O3)OC(C)(C)C=C2	10	8	7	?	.	22	1
O=C(NCCN1C(=O)S/C(=C\c2ccc(Cl)c([N+](=O)[O-])c2)C1=O)C1=COCCO1	-15	41	-2	5	70*	2	-3
COC(=O)[C@@]1(Cc2ccccc2)[C@H]2C(=O)N(Cc3ccccc3)C(=O)[C@H]2[C@H]2CN=C(SCc3ccc(Cl)cc3)N21	-8	-5	-1	85*	-12	-5	-1
O=C1CCN(Cc2ccc(Cl)cc2)N1	5	-10	0	4	-4	-1	-3
O=C(CSc1nc2ccccc2c(=O)n1CCCN1CCOCC1)N1CCN(c2ccccc2)CC1	6	8	-46	8	1	0	-1
CCc1cc(=O)oc2cc(C)cc(OCC(=O)NCCN3CCOCC3)c12	3	6	-3	9	-52	-1	-13
O=S(=O)(NC1CC1)c1ccc(S(=O)(=O)N2CCN3CCCC3C2)cc1 (centres undefined)	-5	4	-5	.	.	-3	1
COc1ccccc1/C=N/n1nnnc1N	4	6	-5	-8	0	-4	0
COc1ccc(NC(=O)C(C)N(C)Cc2ccc3ccccc3c2)cc1 (centres undefined)	15	6	.	-5	6	.	1
CC1(C)OC(=O)C2=C(C[C@@H](CCc3ccccc3)O[C@@H]2c2ccc(Cl)cc2)O1	-3	11	.	?	-16	-1	-3
CC(CN1CCCCC1)OC(=O)CCc1ccccc1 (centres undefined)	-1	-4	7	5	3	1	-1
C[C@H]1CN([C@@H](C)CO)C(=O)c2cc(NC(=O)Cn3cnnn3)ccc2O[C@H]1CN(C)Cc1ccc(C(=O)O)cc1	-21	-9	-18	-1	.	3	-1
Cc1ccc(CN2CC(=O)N3[C@@H](CO)[C@@H](c4ccc(Br)cc4)[C@@H]3C2)cc1	3	10	.	2	.	4	-1
CCc1cccc(N(C(=O)c2csnn2)C(C(=O)NC2CCCCC2)c2cccnc2)c1 (centres undefined)	-3	-2	3	5	-5	-3	-1

Random draw from the library (roughly 4.9% active in at least one column).
